Source: PubChem BioAssay (National Center for Advancing Translational Sciences (NCATS))
GCN5L2 inh – qHTS Assay for Inhibitors of GCN5L2; Histone acetyltransferase KAT2A (Homo sapiens), Q92830; GCN5L2 HAT assay, ThioGlo1 CoA-SH fluorescence; Potency, µM (doses to about 58.9 µM), inactives show at the top dose activity change, negative = inhibition, usual class: inhibitors; 0.21% of 390,000 active
Target sequence (Q92830 whole entry, looked up): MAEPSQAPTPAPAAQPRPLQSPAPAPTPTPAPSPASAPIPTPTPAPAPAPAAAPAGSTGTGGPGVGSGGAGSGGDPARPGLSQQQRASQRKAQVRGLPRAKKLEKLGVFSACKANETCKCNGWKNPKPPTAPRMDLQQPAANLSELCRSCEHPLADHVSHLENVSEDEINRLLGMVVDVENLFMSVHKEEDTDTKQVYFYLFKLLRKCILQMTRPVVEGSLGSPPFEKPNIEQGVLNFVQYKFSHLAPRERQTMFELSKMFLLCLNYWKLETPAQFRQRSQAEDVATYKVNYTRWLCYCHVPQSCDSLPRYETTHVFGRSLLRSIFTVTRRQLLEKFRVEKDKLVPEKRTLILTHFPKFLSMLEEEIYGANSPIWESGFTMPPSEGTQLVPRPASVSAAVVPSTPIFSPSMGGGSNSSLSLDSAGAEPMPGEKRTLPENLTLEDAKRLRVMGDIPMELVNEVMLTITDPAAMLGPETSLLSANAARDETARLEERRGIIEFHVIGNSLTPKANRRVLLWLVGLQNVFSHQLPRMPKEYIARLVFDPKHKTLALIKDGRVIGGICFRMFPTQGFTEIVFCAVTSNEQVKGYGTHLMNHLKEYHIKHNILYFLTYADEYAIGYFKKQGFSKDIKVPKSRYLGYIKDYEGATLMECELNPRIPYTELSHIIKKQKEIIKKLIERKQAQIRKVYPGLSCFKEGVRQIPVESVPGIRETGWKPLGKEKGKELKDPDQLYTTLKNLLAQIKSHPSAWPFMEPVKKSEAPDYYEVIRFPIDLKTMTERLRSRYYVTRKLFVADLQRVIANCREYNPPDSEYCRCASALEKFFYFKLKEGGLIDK
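Compounds, pin-transferred from DMSO stocks, meet 20nM GCN5L2 for 15 min before the reaction begins with H3(1-25) peptide (75uM) and acetyl-CoA (70uM). Thiol-reactive ThioGlo1 reports CoA release over 20 min at room temperature.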
DT40 TDP1 CPT – qHTS for Inhibitors of human tyrosyl-DNA phosphodiesterase 1 (TDP1): qHTS in cells in presence of CPT | Potency, µM (series often up to 46.2 µM), for the others: at the highest dose activity change, negative = growth inhibition, most hits filed as inhibitors | AID 686979, 2013 | 12% of 420,000 active | chicken DT40 Tdp1-/-;hTDP1 cells + 20 nM CPT, ATP luminescence, 48 h; also: nearly all actives have a fitted effect of over 55% in size
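Chicken DT40 Tdp1-/- cells complemented with human TDP1, 400 cells/well, exposed to compounds plus 20 nM camptothecin for at least 48 h at 37 C; viability read as ATP content by CellTiter-Glo luminescence.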
DT40 TDP1 no CPT – qHTS for Inhibitors of human tyrosyl-DNA phosphodiesterase 1 (TDP1): qHTS in cells in absence of CPT. DT40 Tdp1-/- hTDP1 cells, no CPT, ATP luminescence, 48 h. AID 686978, 2013. 15% of 420,000 active. Potency, µM (doses to about 46.2 µM), inactives show at the highest dose activity change, negative = growth inhibition, usual class: inhibitors; also: nearly all actives have a fitted effect of over 55% in size
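Chicken DT40 Tdp1-/- cells complemented with human TDP1, screened without camptothecin (DMSO vehicle only), 400 cells/well. Compounds pin-transferred, cells incubated at 37 °C for at least 48 hr. Growth read as ATP-dependent luminescence (CellTiter-Glo, 30 min at RT).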
* marks the source's active call; other numbers are inactive results; ? = inconclusive; . = no result given; [ ] = dose if it differs, or a comment. Calls follow the shape of the dose curve; as a rule, active = well fitted curve in the direction sought with a large enough effect; inconclusive = small, poorly fitted or top-dose-only effect, or another doubt; inactive = no such curve, though single readings can be large; an effect the other way counts as inactive or inconclusive. % is scaled to controls: 0 for no effect and ±100 for the full control effect; potency is read from the fitted curve at half-maximal effect.

SMILES | GCN5L2 inh | DT40 TDP1 CPT | DT40 TDP1 no CPT
Cc1ccc(-n2cnc3cc(C(=O)NC4CCCCCC4)ccc32)cc1Cl | 0% | ? | ?
Cc1cc(C)cc(OCC(=O)OCC(=O)c2c(N)n(C)c(=O)n(C)c2=O)c1 | 2% | -5% | -17%
CC(=O)NC(CC(=O)Nc1nc(-c2ccc(N(C)S(C)(=O)=O)cc2)cs1)c1ccccc1 (centres undefined) | -5% | 21µM* | 16µM*
O=C(NCCOC(=O)c1ccccc1)c1ccc([N+](=O)[O-])cc1 | -19% | ? | -31%
CCCCN(Cc1cc2ccccc2[nH]c1=O)C(=O)c1ccccn1 | -2% | -11% | -11%
CC(=N)C1=C(O)CC(c2ccccc2)CC1=O (centres undefined) | -2% | -6% | -6%
CCCc1cc(=O)[nH]c(SCC(=O)N2CCCC2=O)n1 | -19% | 0% | 0%
COc1ccc(CNC(=O)CCS(=O)(=O)c2ccc3c(c2)CCN3C(C)=O)cc1 | -4% | -29% | -3%
CCc1nc2c(OCCn3cccc3)cccn2c1N(C=O)Cc1ccc(OC)cc1 | . | 21µM* | ?
O=[N+]([O-])c1ccc(NN=Cc2cccc([N+](=O)[O-])c2)cc1 | . | ? | ?
Cc1ncoc1C(=O)Nc1ccccc1C(N)=O | -7% | -17% | -4%
Cc1c(OCC(=O)Nc2cccnc2)ccc2c3c(c(=O)oc12)CCC3 | ? | ? | ?
COCCNC(=O)/C(C#N)=C/c1ccc(OC(=O)c2cccs2)c(OC)c1 | -5% | ? | ?
N=c1c(C(=O)NCC2CCCO2)cc2c(=O)n3ccccc3nc2n1Cc1ccc(Cl)cc1 (centres undefined) | -2% | 10µM* | 16µM*
Nc1cc(=O)[nH]c(SCC(=O)Nc2nnc(-c3ccccc3)s2)n1 | ? | 4% | 3%

Fetched one by one from the entries so far:
SMILES | GCN5L2 inh | DT40 TDP1 CPT | DT40 TDP1 no CPT
Cc1ccc(-n2cnc3cc(C(=O)NC4CCCCCC4)ccc32)cc1Cl | 0% | ? | ?
Cc1ncoc1C(=O)Nc1ccccc1C(N)=O | -7% | -17% | -4%

Going on with the list.
SMILES | GCN5L2 inh | DT40 TDP1 CPT | DT40 TDP1 no CPT
Cc1ccccc1-c1nc(N2CCNCC2)c2ccccc2n1 | -2% | 16% | -1%
O=C(OCCCc1cc2ccccc2c(=O)o1)c1ccc2c(c1)OCO2 | 2% | -10% | ?
c1ccc2sc(NC3=NCN(CCN4CCOCC4)CN3)nc2c1 | -1% | -12% | ?
CC1=CC(C)(C)N2C(=O)C3(C(C#N)=C(N)Oc4cc(O)ccc43)c3c(C)c(C)cc1c32 (centres undefined) | -7%[0.501 µM] | ? | ?
CCC(c1nnc(SCC(=O)Nc2cc(C)on2)o1)N(C)C (centres undefined) | 1% | -14% | 5%
CC(=O)Nc1ccc(S(=O)(=O)Nc2ccccc2N2CCOCC2)cc1 | -4% | -29% | -20%
Fc1ccc(N/N=C(/c2ccccc2)c2ccccn2)cc1 | 3% | 2% | 2%
COc1ccc(C(=O)c2cc3c(cc2[N+](=O)[O-])OCCO3)cc1 | -6% | -13% | -12%
COc1cc(OC)c(OC)cc1CN1CCCC(c2nc(C)ncc2-c2ccc(F)cc2)C1 (centres undefined) | . | ? | ?
COc1ccc(C(=O)NC(C)c2nnc(SCC(=O)Nc3nc(C)cs3)n2C)cc1 (centres undefined) | ? | -8% | 1%
O=C(N/N=C/c1cccs1)c1ccc2ncccc2c1 | 17% | 1% | -2%
O=C(CC(CC(=O)c1ccccc1)c1ccccn1)c1ccccc1 | . | ? | 15µM*
O=C(NCc1cccnc1)c1cccc(S(=O)(=O)Nc2cccc(Cl)c2)c1 | 1% | ? | ?
Cc1cc2c(=O)n(C)c(SCC(=O)Nc3cccc(F)c3)nc2s1 | -4% | -16% | ?
CC(C)(C)C1CCc2c(sc(NC(=O)Cn3nnc(-c4ccccc4F)n3)c2C#N)C1 (centres undefined) | 2% | 0% | -13%
CS(=O)(=O)Nc1ccc(C(=O)NCCSC2CCCCC2)cc1 | -9% | ? | -15%
Cc1nn(-c2cccc(Cl)c2)c(Cl)c1/C=N/NC(=O)c1cccnc1 | 3% | ? | ?
COC(=O)Cc1ccc(NC(=S)NC(C)(C)C)cc1 | 0% | 10% | -16%
O=C(O)c1cccc2sc3cc(Cl)ccc3c(=O)c12 | -2% | 3% | 2%
O=C1CC(c2cccc(Cl)c2)CC(O)=C1C=NCCCO (centres undefined) | -16% | -13% | -28%
CCCCSc1ncc(C(=O)OCC)c(N)n1 | -5% | ? | ?
C(=N\Nc1nc(-c2ccccc2)cs1)/c1cccs1 | -11% | ? | ?
COc1ccc(O)c(C2=Nc3ccccc3N=C(c3ccco3)C2)c1 | -1% | ? | -101%
CC(NC(=O)C1CCCCC1)c1ccc2c(c1)OCCO2 (centres undefined) | -5% | -15% | -8%
COc1ccc(Cc2noc(CN3CCNC(=O)CC3)n2)cc1OC | -15% | -1% | 5%
COc1ccc(CCNS(=O)(=O)c2cccs2)cc1 | ? | -7% | -16%
CCOc1ccccc1NC(=O)COC(=O)c1cccc(-c2ccc(OC(C)=O)cc2)c1 | 18% | ? | 26µM*
O=C(CC1C(=O)NCCN1C(=O)c1ccc(F)cc1)OCc1ccccc1 (centres undefined) | 3% | 1% | -4%
Cc1ccc(S(=O)(=O)CCC(=O)NCc2ccccc2)cc1 | 1% | 10% | 4%
NC(=O)c1ccc(NC(=O)COC(=O)c2ccc(Cl)nc2)cc1 | -7% | 0% | 11%

Rewritten with tabs: entries from further up.
compound	GCN5L2 inh	DT40 TDP1 CPT	DT40 TDP1 no CPT
COc1ccc(Cc2noc(CN3CCNC(=O)CC3)n2)cc1OC	-15%	-1%	5%
COc1ccc(CCNS(=O)(=O)c2cccs2)cc1	?	-7%	-16%
CCOc1ccccc1NC(=O)COC(=O)c1cccc(-c2ccc(OC(C)=O)cc2)c1	18%	?	26µM*
O=C(CC1C(=O)NCCN1C(=O)c1ccc(F)cc1)OCc1ccccc1 (centres undefined)	3%	1%	-4%
Cc1ccc(S(=O)(=O)CCC(=O)NCc2ccccc2)cc1	1%	10%	4%
NC(=O)c1ccc(NC(=O)COC(=O)c2ccc(Cl)nc2)cc1	-7%	0%	11%

Later entries.
SMILES | GCN5L2 inh | DT40 TDP1 CPT | DT40 TDP1 no CPT
CC1CC(C)(C)CC2(C1)NC(=O)N(CC(=O)N(C)Cc1nc3ccccc3c(=O)[nH]1)C2=O (centres undefined) | 0% | -25% | -25%
O=C(c1ccccc1)c1ccc(C(=O)N2CCN(c3ccccc3O)CC2)cc1 | . | 26µM* | 12µM*
CC1CN(C(=S)SCCN2Cc3ccccc3C2=O)CC(C)O1 (centres undefined) | -1% | -27% | ?
COc1ccc(CNC(=O)CN2CCC(C(=O)c3ccc(OC)cc3)CC2)cc1 | -5% | ? | ?
COc1c2c(cc3c1C(NC(N)=O)[N+](C)(C)CC3)OCO2 (centres undefined) | . | 10%[9.04 µM] | 2%[9.04 µM]
Cn1ccnc1C(O)(c1ccccc1)c1nccn1C | 2% | -4% | 11%
Cc1ccc(CNC(=O)c2nnc(CS(=O)(=O)c3ccccc3)o2)cc1 | -1% | 9% | -11%
COc1ccc(CCNC(=O)CCOc2ccc(C)cc2)cc1OC | 1% | -23% | -2%
Cc1c(OCC(=O)N(C)C)ccc2c3c(c(=O)oc12)CCCCC3 | -12% | -16% | ?
CCOc1ccccc1-c1nc(SCC(=O)O)n[nH]1 | 0% | 3% | 14%
COc1ccc(NC(=O)CCCNC(=O)c2ccc(Cl)cc2)c(OC)c1 | -1% | -19% | -6%
O=c1c(-c2ccc(Cl)cc2)nc2cnc(N3CCNCC3)nc2n1Cc1ccc(F)cc1 | -27% | 6.5µM* | 9.2µM*
O=Cc1sc([O-])nc1-[n+]1ccc2ccccc2c1 | 0% | 0% | -13%
Cc1nc2c(C(=O)NCCCN(CC(C)C)CC(C)C)cnn2c(C)c1Cc1c(F)cccc1Cl | -5% | 23µM* | 21µM*
COc1ccc(/C(N)=N/OC(=O)CSc2ccc(C)cc2)cc1 | -7%[0.501 µM] | -8% | -20%

In the list so far, 6 contain a thiophene ring, fused or not.
SMILES | GCN5L2 inh | DT40 TDP1 CPT | DT40 TDP1 no CPT
COCCNC(=O)/C(C#N)=C/c1ccc(OC(=O)c2cccs2)c(OC)c1 | -5% | ? | ?
O=C(N/N=C/c1cccs1)c1ccc2ncccc2c1 | 17% | 1% | -2%
Cc1cc2c(=O)n(C)c(SCC(=O)Nc3cccc(F)c3)nc2s1 | -4% | -16% | ?
CC(C)(C)C1CCc2c(sc(NC(=O)Cn3nnc(-c4ccccc4F)n3)c2C#N)C1 (centres undefined) | 2% | 0% | -13%
C(=N\Nc1nc(-c2ccccc2)cs1)/c1cccs1 | -11% | ? | ?
COc1ccc(CCNS(=O)(=O)c2cccs2)cc1 | ? | -7% | -16%

Remaining list, next part
SMILES | GCN5L2 inh | DT40 TDP1 CPT | DT40 TDP1 no CPT
COc1ccc(CCC(=O)NCc2nc3cccnc3n2Cc2ccc(F)cc2)cc1 | 0% | ? | ?
COc1ccccc1NC(=O)c1cnc2c(-c3ccccc3)c(C)nn2c1C | -12% | ? | ?
CC(=O)c1cccc(NC(=O)C2CC(=O)N(c3cccc(C)c3C)C2)c1 (centres undefined) | -2% | 0% | -28%
O=c1c2cccnc2n(Cc2ccccc2F)c(=O)n1Cc1ccccc1Cl | -7% | -9% | -27%
COc1cccc(NC(=O)C2CC(=O)N(Cc3ccco3)C2)c1 (centres undefined) | 0% | 3% | 21%
NNc1nc(-c2ccccc2)cc(-c2ccccc2)n1 | -5% | 16µM* | ?
CCOc1ccc(Nc2nnc(Cc3ccc(OC)cc3)c(=O)[nH]2)cc1 | ? | -5% | 0%
C/C(=N\Nc1ccc(C#N)cc1[N+](=O)[O-])c1ccc(C)o1 | -3% | 0% | -11%
O=C(C1=C(O)C(=O)N(CCN2CCOCC2)C1c1ccc(Br)cc1)c1cc2ccccc2o1 (centres undefined) | -25% | ? | 0%
O=c1cc(O)c(-c2cccc(Cl)c2)c(Cl)[nH]1 | -5% | -12% | -9%
CNC(=S)Nc1cc(C(F)(F)F)ccc1Cl | -3% | -1% | 9%
Cn1c(=NC(=O)CSCC(=O)N2CCOCC2)sc2ccccc21 | -8% | -27% | -29%
C[C@@H](NC(=O)c1ncn2c1c(=O)[nH]c1cccnc12)c1ccccc1 | . | -2% | -14%
CC(C)CCOCC(=O)Oc1ccccc1C(=O)O | 1% | -3% | -15%
CCN1CCN(S(=O)(=O)c2ccc(C(=O)Nc3ccccc3)cc2)CC1 | -4% | 1% | -10%
COc1ccc(Nc2nnc(-c3ccc(C)c(S(=O)(=O)NCc4nc5ccccc5[nH]4)c3)c3ccccc23)cc1 | -2% | 21µM* | 10µM*
CC(C)C(CO)NC(=O)CC(=O)NC(CO)C(C)C (centres undefined) | 11% | 4% | 0%
Cc1cc(C)c(NS(=O)(=O)c2ccc(NC(=O)CCC(=O)O)cc2)c(C)c1 | -5% | 6% | 0%
Nc1c(C(=O)Nc2cccc(Cl)c2)sc2nc3c(cc12)CN(Cc1ccccc1)CC3 | -4% | 7.3µM* | 15µM*
